MT stabilizer: microtubule stabilization, imaging screen; % tubulin-high responders, % at 10 µM; HeLa tubulin immunostaining HCS, 24 h; share of cells brighter than vehicle mean+2SD; 0.83% of 200,000 active;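 active means plate Z-score above 3 for both tubulin-high and condensed-nucleus cell shares, with cell loss under 80%, at 10 µM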;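 further: anti alpha tubulin signal scored within the nucleus-defined area of each cell; some results filed as inactive read as strong as hits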
ER stress rescue: protection against thapsigargin-triggered cell killing – 384-well, CSM14.1, ATP luminescence, primary screen (AID 1222); cellular ATP content (survival), % at 20 µM; hits with a dose series show EC50 in µM; CSM14.1 thapsigargin-induced death rescue, ATP luminescence; higher % means a stronger effect; 190,000 tested, under 10 active;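 active means EC50 below 50 µM in the dose-response confirmation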;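 further: death triggered by thapsigargin at about 15 µM added after 2 h compound pretreatment; cell ATP read after overnight thapsigargin exposure of roughly 18 to 22 hours; normalized against plate controls of thapsigargin alone and 5% DMSO vehicle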
bCat nuc transl: beta-catenin nuclear translocation modulation | HeLa beta-catenin nuclear translocation, immunofluorescence imaging | nuclear translocation activity, % at 5 µM | 0.3% of 190,000 active | AID 1665;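 active means nuclear translocation activity above 50% at 5 µM, with a well cell count of 50 or more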;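 further: per-cell ratio of nuclear to cytoplasmic median beta-catenin stain intensity; plate controls were DMSO negative control for no effect and GSK-3 inhibitor IX positive control for full effect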
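Test system: HeLa cells, endogenous beta-catenin; Compound: single 5 µM dose plus 0.02–20 µM confirmation series; Times: compound exposure 24 h at 37°C; Signal: fluorescence imaging of beta-catenin antibody stain plus DAPI; Read-out: % activation, nuclear-to-cytoplasmic median beta-catenin signal ratio per cell.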
T cell modulator: T cell immune modulation candidate; 0.068% of 330,000 active; calls only at 7 µM; 2C CD8+ T cell-vesicle binding, flow cytometry; hits give low values;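 active means response, share of CD8 T cells binding vesicles, and their 90th percentile fluorescence all below set limits, cut at about 80% in these data, passing the limit was not always enough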
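Test system: purified 2C TCR transgenic mouse naive CD8+ T cells. Probe or stimulus: QL9-peptide-loaded Drosophila micro-vesicles bearing Ld, ICAM-1 and B7-1. Incubation: binding step 1.5 h, 37 °C, antibody labelling 20 min, ice. Measured by: flow cytometry of vesicle-bound cells.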
Dynein transport: blocks dynein driven cargo transport along microtubules; AID 1381; z-score, hits read low; 3617.4 mouse cells, GR-EGFP nuclear translocation imaging; test concentration mostly 20 µM; stimulated with dexamethasone, 1 µM; hits give low values; 0.47% of 220,000 active;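 active means plate z-score of nuclear minus cytoplasmic receptor signal below a set negative limit, without overly bright fluorescence or cell loss, cut at about -3.5 in these data, passing the limit was not always enough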;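 further: z-score of nuclear minus cytoplasmic ring GR-EGFP intensity difference per well; some compounds called inactive have numbers as strong as hits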
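medium = tetracycline-free induction medium containing charcoal-stripped FBS | also added = 1.0 µM final dexamethasone stimulus | schedule = 48 h induction, 1 h compound, 30 min dex at 37 °C | technique = fixed, Hoechst-stained cells imaged at 10x for EGFP | measure = GR-EGFP nuclear translocation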
Insulin prom up: MIN6 insulin promoter up-regulation; MIN6 insulin promoter-GFP reporter, high-content imaging; hits give high values; z-score at 5 µM; 0.3% of 190,000 active; AID 1625;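 active means z-score above 3 at 5 µM with at least 500 cells counted in the well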
Autophagy HCS: alters autophagy in cells. MEF GFP-LC3 puncta imaging; test concentration mostly 10 µM. AID 463193. calls only at 10 µM (by protocol). 0.98% of 190,000 active;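 active means percentage of spot-positive cells more than 3 SD above its plate mean, without a fluorescence outlier flag or 80% toxicity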;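 further: spot-positive cell cutoff set from DMSO-treated cells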
Hep lipid drop: modulators of hepatic lipid droplet formation | AML12 mouse hepatocytes, oleate lipid droplets, BODIPY imaging | inhibition, % at 6.5 µM | 0.4% of 240,000 active;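 active means lipid droplet intensity inhibited by at least 50%, with more than 500 cells counted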
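Technique: fluorescence imaging, 20x objective, two fields per well / Assay system: AML12 hepatocytes (mouse) / Measure: % inhibition of lipid droplet signal / Doses: 6.5 µM single-point dosing / Incubation: overnight exposure / Reagent: 100 µM oleic acid challenge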
Salmonella PhoP GFP: PhoP-dependent GFP reporter repression – Salmonella Typhimurium, primary screen (AID 1863); inhibition, % at 50 µM, or IC50 in µM where a hit was titrated; 0.16% of 300,000 active; S. Typhimurium PhoP-regulated promoter GFP reporter, 4 h; higher % means a stronger effect;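 active means inhibition over 29.93%, a cutoff 3 SD above the screen mean, later confirmed by dose response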;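 further: 0% = low Mg2+ inducing control and 100% = high Mg2+ repressing control; strong numbers were not always called active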
Dynein transport cytoplasmic EGFP: recorded beside Dynein transport, whose call it bears; z-score; measured here: cytoplasmic GR-EGFP intensity; hits give high values
Dynein transport nuclear GR-EGFP: further read-out of Dynein transport, marked with its call; z-score; measured here: nuclear GR-EGFP intensity;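 lower value marks the stronger effect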
Dynein transport cell count: also measured in Dynein transport; calls as there; z-score; measured here: cell count per field
Insulin prom up cell count: recorded beside Insulin prom up, whose call it bears; cell count; measured here: cytotoxicity, nuclei count;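 total cells summed across four imaged fields per well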
Hep lipid drop cells 6.5 µM: recorded beside Hep lipid drop, whose call it bears; cell count; measured here: cell count, cytotoxicity flag;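 cells counted across two imaged fields per well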
bCat nuc transl cell count 5 µM: second read-out of bCat nuc transl, no call of its own (marks repeat the call); cell count; measured here: cell count, cytotoxicity flag
T cell modulator vesicle-bound %: second read-out of T cell modulator, no call of its own (marks repeat the call); double positive events, %; measured here: CD8+ vesicle-bound cell fraction;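 binding gate set so that unloaded-vesicle control wells show 10% double positive cells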
MT stabilizer Hoechst-high %: also measured in MT stabilizer; calls as there; % Hoechst-high responders; measured here: nuclear condensation Hoechst responders;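 share of cells brighter than vehicle mean plus two SD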
MT stabilizer cytotoxicity %: also measured in MT stabilizer; calls as there; toxicity, %; measured here: cytotoxicity by cell density;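 0% = mean cell density of plate MIN control wells and 100% = no cells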
Autophagy HCS cell loss 18 h: further read-out of Autophagy HCS, marked with its call; toxicity, %; measured here: cell loss, nuclei count;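 cell loss after 18 h compound exposure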
The depositor's hits bear a star; i = inactive; x = not tested or not shown.

SMILES	MT stabilizer	MT stabilizer Hoechst-high %	MT stabilizer cytotoxicity %	ER stress rescue	bCat nuc transl	bCat nuc transl cell count 5 µM	T cell modulator	T cell modulator vesicle-bound %	Dynein transport	Dynein transport cytoplasmic EGFP	Dynein transport nuclear GR-EGFP	Dynein transport cell count	Insulin prom up	Insulin prom up cell count	Autophagy HCS	Autophagy HCS cell loss 18 h	Hep lipid drop	Hep lipid drop cells 6.5 µM	Salmonella PhoP GFP
CC(=O)Nc1cccc(NC(=O)Nc2ccc(C)c(Cl)c2)c1	3.6	1.2	2.3	-2.3%	-0.7	1038	i	42	1.9	-0.18	1.3	-1.7	-1	1511	i	-45	8	636	-3%
Cc1c(N(C(=O)Cc2cccs2)C2(C(=O)NC3CCCC3)CCCCC2)c(=O)n(-c2ccccc2)n1C	2.1	2.3	7.9	-1.8%	-1.4	1126	i	6	-0.27	-0.17	-0.13	-0.1	-0.75	1302	i	-40	-5	742	0%
COCCN(C(=S)Nc1ccccc1OC)C(C)c1cccs1 (stereo unspecified)	1.9	2.1	6.7	-2.6%	-1.2	1100	i	26	-0.31	-0.24	-0.2	1	0.28	1536	i	5	-16	585	10%
Cc1ccc(Cl)cc1N1CCN(C(=O)C2CCN(S(=O)(=O)c3c(C)nn(C)c3C)CC2)CC1	2.8	1.7	2.8	-0.2%	-3.1	934	i	48	1	-0.15	0.68	-1.1	-0.98	1135	i	5	x	x	-9%
Cc1cc(NC(=O)CCC(=O)N(c2ccccc2)C(C(=O)NC2CCCC2)c2ccccc2)no1 (stereo unspecified)	1.7	1.7	7.1	-0.9%	2.5	461	i	40	-0.1	-0.21	-0.17	0.47	x	x	i	1	-7	706	-2%
CCOC(=O)Cc1cc(OC)c(OC)cc1Cc1cc(OC)c(OC)cc1CC(=O)OCC	2.7	2.0	5.7	-1.5%	-1.4	1382	i	35	-0.26	-0.13	0.58	0.95	-0.83	1350	i	21	x	x	1%
CCCCCOC(=O)Nc1nnc(CCCCC)s1	1.9	2.2	2.1	1.7%	-1.3	1195	i	34	-0.35	-0.25	-0.28	0.6	0.35	922	i	2	14	777	-6%
O=C(O)C1CCCN1C(=O)Nc1ccc(Cl)cc1 (stereo unspecified)	2.5	2.8	7.1	-4.1%	-1.6	554	i	45	-0.39	-0.31	0.71	-0.027	-0.32	1353	i	-50	x	x	6%
CC(C)c1ccc(C(=O)NC(=S)Nc2ccc3[nH]c(=O)[nH]c3c2)cc1	x	x	x	x	0.1	1381	i	24	0.64	-0.25	0.24	-0.45	-0.4	1402	x	x	0	694	-4%
COCCOc1ccc(C(F)(F)F)cc1NC(=O)c1ccccc1	3.8	2.1	8.0	0.3%	-3.1	1149	i	22	-0.64	-0.19	-0.29	-0.2	-0.84	1439	i	-5	-3	666	-4%
COc1ccc(C2=NCC(CSc3nnc(-c4ccc5c(c4)OCO5)o3)S2)cc1 (stereo unspecified)	4.3	4.1	4.3	0.5%	-4.2	978	i	16	-0.068	-0.26	0.44	-0.08	-1.2	1041	i	-2	x	x	-2%
CCOC(=O)N1CCC(NC(=O)c2cn(-c3ccc(OC)cc3)c(=O)c3ccccc23)CC1	2.9	1.8	8.8	x	-1.3	1063	i	38	0.14	-0.24	0.57	0.8	-0.4	1253	i	0	-27	662	3%
CCCCCn1c(CN2CCN(Cc3ccccc3)CC2)nc2c1c(=O)n(C)c(=O)n2C	3.2	2.0	5.3	3.2%	x	x	i	48	0.3	-0.23	0.14	0.57	x	x	i	-8	-6	683	-2%
Nc1nc(SCC(=O)Nc2ccc3c(c2)OCO3)n[nH]1	6.3	2.5	5.5	-0.2%	-1.7	1084	i	45	1.7	-0.19	1.4	-1	0.07	1192	i	13	13	696	2%
O=C(NNS(=O)(=O)c1ccccc1[N+](=O)[O-])c1ccncc1	3.9	2.7	3.0	-1.5%	-0.3	579	i	53	0.17	-0.24	-0.22	-0.53	0.04	1222	i	5	19	767	15%
S=C(Nc1ccccc1)N1CCOCC1	2.6	1.3	10	-0.5%	-1.4	1057	i	51	-0.58	-0.36	-0.023	0.88	0.44	1446	i	6	0	726	x
C/C(Cn1nnc2ccccc21)=N/OC(=O)c1c(F)cccc1F	2.1	1.3	3.2	0.4%	0.3	521	i	50	-0.78	-0.3	-0.31	1	x	x	i	14	10	728	-5%
COCCNC(=S)c1ccc(Br)cc1	1.7	0.8	8.5	-1.2%	0.9	915	i	50	-0.16	-0.22	0.39	-0.76	0.35	1671	i	-4	-25	665	6%
Nc1ccc(N2CCOCC2)c(Cl)c1	3.4	1.7	6.9	-0.2%	x	x	i	40	0.54	-0.25	0.15	-0.5	-0.54	1228	i	-10	1	698	-2%
CN(C)CCNC(=O)C(=O)C1C(=O)Nc2ccccc21 (stereo unspecified)	1.9	1.1	2.5	0.2%	-3.5	1109	i	30	0.76	-0.22	0.79	-0.99	-0.47	1281	i	-20	15	691	5%
COc1ccc(/C=N/NC(=S)Nc2ccccc2)cc1	2.1	2.5	9.6	-0.1%	-0.8	1607	i	36	1.9	-0.17	0.83	-1.1	0.58	1428	i	2	2	536	-1%
c1cncc(-c2nn[nH]n2)c1	5.5	3.9	2.2	1.9%	-4.6	977	i	2	0.66	-0.34	0.87	-0.6	x	x	i	18	x	x	-39%
CCn1c(N2CCN(CC(=O)c3c(C)n(C)c4ccc(OC)cc34)CC2)nc2c1c(=O)[nH]c(=O)n2C	x	x	x	x	2.5	1298	i	36	0.83	0.17	0.95	-2.4	-0.61	984	x	x	7	657	-2%
CC(=O)c1sc(=S)n(-c2ccc(Cl)cc2)c1C	4.7	3.2	3.9	1.6%	15	798	i	54	-0.45	-0.33	0.058	0.23	-0.63	1534	i	4	-37	623	-1%
OC1(C2(O)CC(c3ccccc3)ON2)CCCCC1 (stereo unspecified)	5.9	1.6	4.8	0.6%	-0.5	1104	i	27	-1.3	-0.11	-0.3	0.43	-0.7	1120	i	15	x	x	0%

Single values from the entries so far.
For MT stabilizer, CCOC(=O)Cc1cc(OC)c(OC)cc1Cc1cc(OC)c(OC)cc1CC(=O)OCC reads 2.7
For Hep lipid drop, S=C(Nc1ccccc1)N1CCOCC1 reads 0
For MT stabilizer, CCCCCn1c(CN2CCN(Cc3ccccc3)CC2)nc2c1c(=O)n(C)c(=O)n2C reads 3.2

(cont.)
SMILES	MT stabilizer	MT stabilizer Hoechst-high %	MT stabilizer cytotoxicity %	ER stress rescue	bCat nuc transl	bCat nuc transl cell count 5 µM	T cell modulator	T cell modulator vesicle-bound %	Dynein transport	Dynein transport cytoplasmic EGFP	Dynein transport nuclear GR-EGFP	Dynein transport cell count	Insulin prom up	Insulin prom up cell count	Autophagy HCS	Autophagy HCS cell loss 18 h	Hep lipid drop	Hep lipid drop cells 6.5 µM	Salmonella PhoP GFP
Cc1ccc(C)c(NS(=O)(=O)c2c(C)nn(C)c2C)c1	2.4	2.2	4.7	1.2%	-2.4	814	i	22	0.7	-0.21	0.51	-0.88	-0.11	1435	i	7	x	x	7%
CCN(CC)CCNc1ncnc2c1sc1nc(N3CCOCC3)c3c(c12)CCCC3	x	x	x	x	0.8	1233	i	7	2.3	1.3	1.4	-2.6	0.24	1051	x	x	9	741	-4%
O=C(NCc1cccs1)C1CC(=O)N(c2ccccc2)C1 (stereo unspecified)	2.1	1.1	6.7	x	0.4	973	i	16	-0.98	-0.094	-1.1	0.092	-0.07	1143	i	-2	14	693	-5%
Cn1cc(Cl)c(C(=O)NNC(=S)NC2CCCCC2)n1	6.3	2.9	8.9	1.1%	x	x	i	56	-0.34	-0.25	-0.54	0.69	0.25	1161	i	-4	12	704	-6%
CCOC(=O)C(C(=O)OCC)C(Nc1cccc(Br)c1)c1ccccc1 (stereo unspecified)	2.5	1.8	2.5	-2.4%	0.2	1347	i	45	-1.1	-0.07	-0.67	0.038	-0.15	1546	i	-2	x	x	5%
O=C(CN1CCOCC1)N1CCCc2ccccc21	3.1	2.1	8.2	-0.9%	-0.7	1492	i	42	0.16	-0.36	-0.44	1.2	1.4	1399	i	5	10	737	6%
CSc1nnc2c3ccccc3c3ccccc3c2n1	2.7	1.7	6.2	-3.3%	x	x	x	x	-0.34	-0.13	-0.77	0.4	x	x	i	0	x	x	-13%
COc1ccc2c(c1)O/C(=C\c1ccco1)C2=O	x	x	x	x	-0.7	1336	i	50	-0.43	-0.21	0.13	1.1	x	x	x	x	2	710	-1%
OCCNCCOCCOc1ccccc1-c1ccccc1	3.6	1.4	13	-2.3%	-1.7	929	i	24	0.5	-0.26	0.58	-0.42	0.32	1238	i	6	12	676	12%
COc1ccc(NC(=O)CN(C)CC(=O)Nc2cccc(F)c2)cc1Cl	2.4	1.6	5.4	0.0%	0.8	1127	i	45	-0.68	-0.39	-0.65	0.89	0.32	1244	i	0	-3	681	-2%
